SMN2 splice enh = increases expression of the SMN2 splice variant; HEK293 SMN2-luciferase splicing reporter, luminescence, 30-36 h; Potency, µM (top dose mostly 46.1 µM), without a hit: at the highest dose activity change, positive = activation, hits mostly activators; 2.8% of 210,000 active; also: % of control where 0% means no effect; nearly all actives have a fitted effect of over 55% in size
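HEK293 cells carry an SMN2 minigene-luciferase reporter in which exon 7 inclusion puts luciferase in frame. Cells were seeded at 2000 cells/well, attached for 10-12 hours, then exposed to compounds for 30-36 hours at 37C before ONE-Glo luminescence.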
TRb-SRC2 inh = inhibitors of human thyroid hormone receptor beta-SRC2 interaction. P10828. TRbeta-SRC2 peptide binding, fluorescence polarization; receptor liganded with 1 µM T3. Potency, µM (top dose mostly 106 µM), for inactives: top-dose activity change, negative = inhibition, most hits filed as inhibitors. 0.065% of 280,000 active;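 also: plate controls were bound peptide for no effect and peptide without receptor for full effect; nearly all actives have a fitted effect of over 50% in size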
Target sequence (P10828 whole entry, looked up): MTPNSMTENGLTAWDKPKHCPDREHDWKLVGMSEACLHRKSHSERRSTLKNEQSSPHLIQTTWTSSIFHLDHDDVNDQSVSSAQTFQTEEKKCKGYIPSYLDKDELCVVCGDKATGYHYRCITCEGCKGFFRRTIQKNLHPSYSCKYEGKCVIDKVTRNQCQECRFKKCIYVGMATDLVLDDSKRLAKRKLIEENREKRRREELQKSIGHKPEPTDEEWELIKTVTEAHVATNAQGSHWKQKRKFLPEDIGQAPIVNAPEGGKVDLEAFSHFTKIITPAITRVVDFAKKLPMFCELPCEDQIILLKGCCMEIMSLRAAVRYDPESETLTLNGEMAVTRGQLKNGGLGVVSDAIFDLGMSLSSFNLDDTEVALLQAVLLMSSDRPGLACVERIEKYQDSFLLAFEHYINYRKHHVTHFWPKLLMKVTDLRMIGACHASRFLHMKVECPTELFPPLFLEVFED
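Read-out is fluorescence polarization (555 nm excitation, 632 nm emission) of a Texas Red SRC2 coactivator peptide; loss of signal reflects blocked binding to human TRb ligand-binding domain in the presence of 1 uM T3.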
TexasRed fluor = Texas Red fluorescence interference in TRb-SRC2 counter-screen | TRb/SRC2 Texas Red total fluorescence interference | Potency, µM (series often up to 106 µM), for inactives: at the top dose fluorescence change, negative = quenching | 0.29% of 280,000 active | AID 1479; active = well fitted curve in either direction with a large enough effect; inconclusive = small, poorly fitted or top-dose-only effect; also: % is scaled to controls: 0 for no effect and ±100 for the full control effect
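Human TRb ligand-binding domain at 0.6 uM with 20 nM Texas Red SRC2 peptide in Tris buffer containing 1 uM T3 and 5% DMSO, incubated with compound 5 h at ambient temperature. Total fluorescence (555/632 nm) calculated as parallel + 2 × perpendicular.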
* marks the source's active call; other numbers are inactive results; ? = inconclusive; [ ] = dose if it differs, or a comment. Unless noted, calls follow the shape of the dose curve; as a rule, active = well fitted curve in the direction sought with a large enough effect; inconclusive = small, poorly fitted or top-dose-only effect, or another doubt; inactive = no such curve, though single readings can be large; an effect the other way counts as inactive or inconclusive. Potency is read from the fitted curve at half-maximal effect. Some of the compounds tested; count on the stated rates, not on these rows.

structure | SMN2 splice enh | TRb-SRC2 inh | TexasRed fluor
CCOc1ccc(N(CC)C(=O)C2CCN(S(=O)(=O)c3cccc4nonc34)CC2)cc1 | 16% | -3% | -1%
Cc1ccccc1NC(=O)Cn1c(=O)n(CCCC(=O)NCc2ccc3c(c2)OCO3)c(=O)c2ccccc21 | -11% | 2% | 4%
CCc1nc2nc(C)c(NS(=O)(=O)c3ccc(C)cc3)c(=O)n2[nH]1 | 3% | 3% | -1%
CCc1ccc(S(=O)(=O)c2cn(CC(=O)Nc3cccc(C)c3)c3ccc(Cl)cc3c2=O)cc1 | -1% | 1% | 0%
CCOc1cc(C2c3c(oc4ccccc4c3=O)C(=O)N2Cc2ccc(OC)cc2)ccc1O (stereo unspecified) | 12% | 5% | 4%
CCc1ccccc1NC(=O)c1nnn(-c2ccc(F)cc2)c1C | 12% | 6% | -2%
Cc1ccc(NC(=O)c2c(C)oc3ccc(O)c(CN4CCOCC4)c23)c(C)c1 | -2% | -3% | 1%
CCc1ccc(-n2c(=O)c3c4c(sc3n(CC(=O)c3ccc(Cl)cc3)c2=O)CCC4)cc1 | -1% | -1% | 5%
CCc1ccc2occ(CC(=O)Nc3c(C(=O)Nc4ccc(C)cc4)oc4ccccc34)c2c1 | -2% | -24%[53 µM] | 1122µM*[quencher]
Cc1ccccc1Cn1c(SCc2ccc(C(=O)NC3CCCC3)cc2)nc2ccncc21 | 4% | -1% | -1%
Cc1ccc(-c2nnc(Nc3ccc(O)cc3)c3ccccc23)cc1S(=O)(=O)N1CCN(C)CC1 | -8% | -1% | -4%
Cc1oc(-c2cccc(Cl)c2)nc1CN1CCCC(C(=O)NCCc2ccc(Cl)cc2)C1 (stereo unspecified) | -2% | -3% | -13%
COc1ccc(CCNC(=O)CCCCn2c(=O)c3ccccc3n(Cc3ccc(Cl)cc3)c2=O)cc1OC | -16% | 0% | -18%
CCCNC(=O)c1c(NC(=O)c2ccccc2F)sc2c1CCCCC2 | 3% | 3% | -1%
COc1ccc(CCNC(=O)CS(=O)Cc2nc(-c3ccccc3F)oc2C)cc1OC (stereo unspecified) | -14% | 2% | -20%
CC(C)c1ccc(C2CC(=O)Nc3cc4c(cc32)OCCO4)cc1 (stereo unspecified) | -32%[inhibitor] | -4% | 0%
COc1cccc(-c2nnc(-c3ccccc3NC(=O)c3ccc(F)cc3F)o2)c1 | 3% | 5% | -5%
O=C(Nc1ccc2oc(-c3cc(Br)ccc3Cl)nc2c1)c1cc2ccccc2o1 | -5% | -3% | 9%
COc1ccc(CCN2C(=O)c3[nH]nc(-c4ccccc4O)c3C2c2cccc(OC)c2)cc1 (stereo unspecified) | -58%[inhibitor] | -4% | 5%
CCC(=O)N1CCc2cc(CNS(=O)(=O)c3ccc(C(C)C)cc3)ccc21 | -5% | -4% | 0%
COc1cc(NS(=O)(=O)c2cccs2)cc(OC)c1 | 3% | 1% | 4%
Cn1c(=O)c2c(nc(SCC(=O)Nc3ccc(F)cc3)n2Cc2ccc(Cl)cc2)n(C)c1=O | -9% | 6% | -5%
COc1ccc(-c2cc(C(F)(F)F)n3nc(C(=O)Nc4cccc(Cl)c4C)cc3n2)cc1 | 5% | 9% | 7%
Cc1ccc(CCNC(=O)CCCc2nnc3n(C)c(=O)c4sccc4n23)cc1 | -4% | 1% | 0%
COc1ccc2[nH]cc(CCNC(=O)Nc3ccc(F)cc3)c2c1 | -17% | -2% | -3%
CCOC(=O)c1c(NC(=O)c2ccc(OCC)c(Br)c2)sc2c1CCCC2 | 10% | -2% | -22%
CCC(CC)C(=O)N1c2ccccc2C(C)(c2ccccc2)CC1(C)C (stereo unspecified) | -20% | -1% | 4%
O=C(Nc1cc2c(cc1C(=O)c1ccc(Br)cc1)OCCO2)c1ccc(Cl)cc1 | 10% | -7% | 2%
CN1CCN(C(=O)c2ccc3c(c2)N(Cc2ccc(F)cc2)C(=O)c2ccccc2S3(=O)=O)CC1 | -1% | -4% | -1%
COC(=O)c1ccc(Nc2nc(-c3ccccc3Cl)nc3ccccc23)cc1 | 24% | 11% | -4%
COc1cccc(-c2cc(C(=O)N3CCN(c4ccccc4OC)CC3)no2)c1 | -3% | 5% | -1%
Cc1cccc(NC(=O)Cn2c(=O)n(CCC(C)C)c(=O)c3cccnc32)c1 | 2% | -28%[53 µM] | -96%[53 µM]
COc1ccc(-c2noc(CCC(=O)Nc3ccccc3Cl)n2)cc1OC | 6% | -28%[53 µM] | 0.004µM*[quencher]
CCC(C(=O)N1CCN(c2cc(C)ccc2C)CC1)n1nc(C)n2c(cc3occc32)c1=O (stereo unspecified) | -5% | -5% | -1%
CCC(=O)N1c2ccc(S(=O)(=O)CCC(=O)Nc3ccc(Br)c(C)c3)cc2CC1C (stereo unspecified) | -17% | -2% | -2%
Cc1cccc2c1-c1sc(C(=O)N3CCN(c4ccccc4)CC3)cc1CO2 | 24% | 7% | 3%
O=C(Nc1ccc(-c2nc3cc(Cl)ccc3o2)cc1)c1cc(Br)ccc1Cl | -7% | -15% | 6%
Cc1nc2cc(-c3ccccc3)nn2c(C)c1CCC(=O)NCCc1ccccc1 | 2% | 3% | -10%
CN(Cc1ccccc1)C(=O)C(=O)Nc1ccc2nc3n(c(=O)c2c1)CCCCC3 | 9% | -2% | 0%
COc1ccccc1CNC(=O)c1cc2sccc2n1Cc1ccc(Cl)cc1 | -4% | -3% | -1%

Next section:
Every second line gives: SMN2 splice enh | TRb-SRC2 inh | TexasRed fluor
CCN1CCSc2ccc(C(=O)NCc3ccccc3Br)cc21
 : 2% | -4% | -12%
CCOC(=O)c1sc2ncn(CC(=O)Nc3ccc(C)cc3C)c(=O)c2c1C
 : 11% | 5% | -1%
COc1ccc(CCNC(=O)c2cnc3sc(N4CCCCCC4)nn3c2=O)cc1
 : -10% | 11% | 4%
O=C(Cn1ncc2c3ccccc3n(Cc3ccc(F)cc3)c2c1=O)NC1CCCCCC1
 : 4% | 1% | -2%
COc1ccccc1-c1nc(SCC(=O)Nc2ccc(C)c(C)c2)n[nH]1
 : -26% | -1% | 3%
CCOc1ccc(NC(=O)CC2C(=O)N(c3cccc(C)c3)C(=O)N2CCC2=CCCCC2)cc1 (stereo unspecified)
 : 15% | 2% | 0%
O=C(c1ccc2c(c1)N(Cc1ccccc1F)C(=O)c1ccccc1S2(=O)=O)N1CCC(Cc2ccccc2)CC1
 : 0% | 0% | -7%
COc1ccccc1C(=O)NC1(C(F)(F)F)NC(=O)N(CCc2ccccc2)C1=O (stereo unspecified)
 : 7% | 1% | 1%
FC(F)(F)c1ccc2c(c1)ncc1c(-c3ccccc3)nn(-c3ccccc3)c12
 : -4% | -10% | 0%
CSc1nnc2n(-c3cccc(C)c3)c(=O)c3c4c(sc3n12)CCCC4
 : -7% | 9% | -3%
Cc1ccc2nc(-c3cccnc3)c(Nc3ccc(C(C)C)cc3)n2c1
 : 9% | -3% | -2%
CCc1nnc2c3ccccc3nc(Nc3ccccc3OC)n12
 : -6% | -12% | -1%
O=C(c1ccc2c(c1)N(Cc1ccccc1)C(=O)c1ccccc1S2(=O)=O)N1CCC(Cc2ccccc2)CC1
 : -1% | -1% | 0%
CCc1ccc(-c2nc(CN3CCCC(C(=O)N4CCN(c5cc(Cl)ccc5C)CC4)C3)c(C)o2)cc1 (stereo unspecified)
 : -53%[inhibitor] | 0% | -6%
CCOC(=O)C1=C(CN2CCN(c3ccc(OC)cc3)CC2)NC(=O)NC1c1ccc(Cl)cc1 (stereo unspecified)
 : -8% | -3% | -1%
Cc1cc2nc(-c3cc(NC(=O)c4cc5ccccc5o4)ccc3Cl)oc2cc1C
 : 8% | -7% | 2%
COc1ccc(N2CCN(c3cc(C)nc4nc(-c5ccc(C)cc5)nn34)CC2)cc1
 : 5% | 1% | -1%
CCOC(=O)C1CCN(c2nc3ccccc3nc2Cl)CC1
 : -4% | -10% | 6%
CCc1nn(CC(=O)NCCN(CC)CC)c(=O)c2cc3occc3n12
 : -8% | -4% | 0%
COc1ccc(-n2c(=O)c3sc4ccccc4c3n(CC(=O)N3CCCC3)c2=O)cc1
 : 2% | -4% | -1%
Cc1csc2nc(COc3ccccc3NC(=O)c3ccco3)cc(=O)n12
 : -11% | 2% | 0%
CCOC(=O)Cn1c(CN2CCN(c3ccc(OC)cc3)CC2)nc2c1c(=O)[nH]c(=O)n2C
 : 11% | -7% | 1%
CCc1ccccc1NC(=O)Cn1cc2c(n1)CCC(C)C2 (stereo unspecified)
 : -18% | -1% | -1%
Cc1ccc(NCc2ccccc2-c2nnc(-c3ccccc3Cl)o2)c(C)c1
 : 11% | -6% | 1%
COC(=O)c1ccc([C@H]2Nc3ccc(S(=O)(=O)Nc4ccc(C)cc4)cc3[C@H]3C=CC[C@H]32)cc1
 : -8% | 5% | -2%
CC(=O)c1cccc(NC(=O)c2ccc3c(c2)CCN3S(=O)(=O)c2ccccc2)c1
 : -8% | -11% | -1%
CCOc1cccc(C2c3c(oc4ccc(F)cc4c3=O)C(=O)N2CCc2ccc(OC)cc2)c1 (stereo unspecified)
 : 3% | 6% | 3%
COc1ccc(NC(=O)C2CCN(c3cc(C)nc4c(-c5ccc(Cl)cc5)c(C)nn34)CC2)cc1
 : -1% | -6% | -20%
Cc1ccc(Nc2c3c(nc4nncn24)CCC3)cc1
 : 8% | 1% | 0%
CCC1Oc2ccc(C)cc2N(CC(=O)NCc2ccc(OC)cc2)C1=O (stereo unspecified)
 : -2% | 10% | ?
COc1ccc(C(=O)/C=C/c2cn(CC(O)CN3CCc4ccccc43)c3ccccc23)cc1 (stereo unspecified)
 : -19% | 3% | -4%
COc1ccc2c(c1)cc1c(=O)n(CC(=O)NCCCc3ccccc3)nc(C)n12
 : 3% | 8% | -4%
N#C/C(=C\c1ccc(-c2ccc(F)cc2F)o1)c1nc2ccccc2[nH]1
 : 3% | 8% | -17%
CNC(=O)c1ccc(NC(=O)COc2ccc(-c3nn(C)c(=O)c4ccccc34)cc2)cc1
 : 49% | 5% | 3%
CCc1ccc(OCc2nc(-c3ccc(-n4cccc4)cc3)no2)cc1
 : 3% | 4% | 4%
CCOc1ccccc1NC(=O)C1CCN(S(=O)(=O)c2cc(Br)cc3c2N(C(C)=O)CC3)CC1
 : -5% | 2% | -40%
Cc1cccc(-c2nnn3c2nc(NCCc2ccc(S(N)(=O)=O)cc2)c2cc(Cl)ccc23)c1
 : 4% | -7% | -1%
CCn1c(=O)c2cc(C(=O)N(CC(C)C)CC(C)C)sc2c2ccccc21
 : -3% | -7% | 0%
Cc1ccc(C(=O)c2c(N)c(C(=O)Nc3ccccc3Cl)c3ccccn23)cc1
 : 15% | -2% | -2%
Cc1ccc(CN(Cc2ccco2)C(=O)c2ccccc2Cl)o1
 : 8% | -3% | 0%
COc1ccccc1CNC(=O)C1CCCN(c2nnc(-n3c(C)ccc3C)s2)C1 (stereo unspecified)
 : -3% | 6% | -1%
c1ccc2c(c1)ncc1nncn12
 : -1% | 0% | -17%
Cc1ccc(C)c(S(=O)(=O)c2nnn3c2nc(Nc2ccc(C)c(C)c2)c2ccccc23)c1
 : -1% | -1% | -16%
Oc1ccccc1-c1nc(/C=C/c2ccccc2Cl)nn1-c1ccccc1
 : 2% | 3% | 7%
CC1CCCN(c2c(S(=O)(=O)c3ccccc3)cnc3ccc(Cl)cc23)C1 (stereo unspecified)
 : 6% | -5% | -7%
CCOc1ccc(S(=O)(=O)N(CC(=O)Nc2ccc3c(c2)OCO3)c2ccccc2)cc1
 : 0% | 3% | -1%
COc1cc2c(c(OC)c1)C(c1cccc(F)c1F)CC(=O)N2 (stereo unspecified)
 : 1% | -5% | 0%
